Source: PubChem BioAssay (several laboratories)
LYP inhibition: inhibitors of LYP phosphatase, biochemical, fluorescence intensity, uHTS (AID 1779) | 0.054% of 290,000 active | inhibition, % at 11.5 µM, or IC50 in µM where a hit was titrated | recombinant LYP phosphatase, fluorescence intensity; higher % means a stronger effect;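 note: plate controls were vehicle with enzyme for no effect and no enzyme for full effect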
PMI inhibitors: inhibitors of human PMI, primary screen, biochemical, fluorescence intensity, coupled assay (AID 1209) | purified PMI enzyme, coupled fluorescence intensity; higher % means a stronger effect | inhibition, % at 20 µM; hits with a dose series show IC50 in µM | 0.42% of 190,000 active;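 note: plate controls were DMSO vehicle for no effect and wells lacking substrate for full effect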
Myeloid diff MLP: compounds promoting myeloid differentiation; ER-HoxA9 myeloid progenitors, lysozyme-GFP differentiation, flow cytometry; calls only at 10 µM; 1% of 360,000 active; AID 624256;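 active = normalized GFP-positive differentiation at or above the plate's own cutoff, the solvent-only control mean plus 3 SD; inconclusive = no clear call, values can overlap the other calls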;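 note: cells exposed to compound for four days before flow analysis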
XIAP displacement: XIAP antagonists, biochemical, IAP family, fluorescence polarization (AID 1018). XIAP BIR domain, fluorescence polarization peptide displacement; higher % means a stronger effect. one-dose displacement, % at 20 µM; IC50 in µM for titrated hits. 0.007% of 200,000 active; in the data active = displacement above about 50%; note: a part of the inactive calls stands beside numbers as strong as those of hits
P. falciparum M1AAP: malaria alanyl aminopeptidase activity blockers – biochemical, fluorogenic H-Leu-NHMec substrate, 1536-well (AID 1445); one-dose inhibition, % at 30 µM; IC50 in µM for titrated hits; 0.42% of 220,000 active; recombinant M1AAP, H-Leu-NHMec fluorogenic kinetic assay; higher % means a stronger effect;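 active = primary inhibition above the hit cutoff, then over 50% inhibition at one or more dose response concentrations, cut at about 23% in these data, passing the limit was not always enough; inconclusive = conflicting primary data, or primary hits not chosen for dose response; inactive = low primary inhibition, or under 50% at every dose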;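 note: plate controls were DMSO full reaction for no effect and no enzyme background for full effect; strong numbers were not always called active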
CSM14.1 death rescue: protection against thapsigargin-triggered cell killing – 384-well, CSM14.1, ATP luminescence, primary screen (AID 1222); 190,000 tested, under 10 active; CSM14.1 thapsigargin-induced death rescue, ATP luminescence; higher % means a stronger effect; one-dose cellular ATP content (survival), % at 20 µM; EC50 in µM for titrated hits;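 active = EC50 below 50 µM in the dose-response confirmation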;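 note: death triggered by thapsigargin at about 15 µM added after 2 h compound pretreatment; cell ATP read after overnight thapsigargin exposure of roughly 18 to 22 hours; normalized against plate controls of thapsigargin alone and 5% DMSO vehicle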
human PMI inhibitors: human PMI inhibitors, high substrate, primary screen, biochemical, fluorescence intensity, high mannose 6-phosphate (AID 1220); recombinant PMI enzyme, coupled fluorescence intensity; higher % means a stronger effect; inhibition, % at 20 µM; hits with a dose series show IC50 in µM; 0.66% of 190,000 active
TNAP activation fold: stimulation of alkaline phosphatase TNAP activity – biochemical, luminescent, no phosphate acceptor, uHTS, primary screen (AID 1001); activation fold at 20 µM; hits with a dose series show EC50 in µM; 0.03% of 200,000 active; purified TNAP, luminescent activation assay, no phosphate acceptor; higher activation fold means a stronger effect; in the data active = activation fold from about 3, or a potency from the dose series; inactive = the rest, 99 in 100 with activation fold below about 1.6; note: many of its hits are not listed in these tables
M17LAP inhibition: P. falciparum M17LAP inhibitors, primary screen, biochemical, fluorogenic H-Leu-NHMec substrate, 1536-well (AID 1619); recombinant M17LAP, H-Leu-NHMec fluorogenic kinetic assay; higher % means a stronger effect; inhibition, % at 30 µM; hits with a dose series show IC50 in µM; 0.38% of 220,000 active;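 active = compound inhibiting the enzyme by more than half at any dose during confirmatory dose-response retesting; inconclusive = strong single-dose inhibitors picked by rank but not retested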;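 note: plate controls were full reaction with DMSO carrier for no effect and no enzyme background for full effect; strong numbers were not always called active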
Myeloid diff MLP GFP+ MAC1+ %: further read-out of Myeloid diff MLP, marked with its call; GFP+ MAC1+ double positive, %; measured here: differentiation confirmed by MAC1 staining
Starred values were filed as active, the others as inactive; i = inactive; ? = inconclusive; · = no result given. Cut-off read from the data, not from the text of the source, unless noted: active = inhibition above about 50%; inactive = the rest.

SMILES | LYP inhibition | PMI inhibitors | Myeloid diff MLP | Myeloid diff MLP GFP+ MAC1+ % | XIAP displacement | P. falciparum M1AAP | CSM14.1 death rescue | human PMI inhibitors | TNAP activation fold | M17LAP inhibition
Cc1cc(=O)n(C)c(=O)n1CCCCCCN1CCCC1 | -5% | -6% | i | 2.7 | -0.9% | 4% | -0.5% | -9% | 1.1 | -2%
CC(=O)C1=NN(c2ccccc2)C2(S1)S/C(=C\c1ccccc1)C(=O)N2c1ccccc1 (stereo not drawn) | 0% | 15% | i | 1.1 | -3.1% | 7% | -1.6% | 10% | 1 | 9%
Cc1ccc(Nc2nc(N)nc(CSc3ncccn3)n2)cc1 | 1% | 6% | i | 1.0 | -5.3% | 4% | 0.4% | -10% | 1.1 | -3%
CN(C)S(=O)(=O)c1cccc(NC(=O)CSc2nc3c(cc2C#N)C(=O)CC(C)(C)C3)c1 | 0% | 15% | ? | · | -1.7% | 5% | 0.4% | 15% | 1.1 | 4%
N#C/C(=C1/CCCCCN1)c1nc2ccccc2[nH]1 | -8% | 0% | i | 0.6 | -8.4% | -1% | 0.2% | -4% | 1.1 | 2%
CC1=C(/C=N/Nc2ccc([N+](=O)[O-])cc2[N+](=O)[O-])C(C)(C)CCC1 | 1% | 10% | i | 0.9 | -9.0% | -1% | -0.2% | 1% | 0.7 | -16%
CCN(CC)CCn1c(/N=C/c2cc(Br)ccc2O)nc2ccccc21 | 1% | 6% | i | 0.8 | -3.5% | 5% | -0.6% | 21% | 1.1 | 14%
Cc1nc2cc(C(=O)OCC(=O)NC(C)C(C)C)ccc2n1-c1ccccc1 (stereo not drawn) | -7% | -3% | i | 0.3 | -4.9% | 4% | -3.7% | -2% | 1.1 | -1%
CCOC(=O)c1sc(NC(=O)c2ccco2)nc1C | -8% | 2% | i | 0.5 | -2.5% | -1% | 0.9% | 10% | 1.1 | -6%
COc1ccccc1[C@@H]1C(c2cccc(C)c2)=NN(c2ccccc2)[C@H]1C(=O)N1CCOC1=O | 4% | 8% | i | 4.5 | -8.8% | 1% | 0.3% | 9% | 1.1 | -12%
COc1ccccc1CN1CCN(Cc2nc(Cc3ccccc3)no2)CC1 | -4% | -2% | i | 0.4 | -6.7% | -4% | -0.6% | -5% | 1.1 | 3%
CC1CCc2c(nc3ncnn3c2Nc2ccc(OC(F)(F)F)cc2)C1 (stereo not drawn) | -2% | -8% | i | 1.5 | -4.3% | 0% | 1.0% | -9% | 1.1 | 16%
CCn1c(=O)c(C(=O)CN2CCc3ccccc32)c(N)n(Cc2ccccc2)c1=O | 0% | 0% | i | 0.3 | 1.6% | -4% | 0.3% | -12% | 1 | -5%
O=C(Cc1ccccc1)Nc1cccc(C(=O)O)c1O | -7% | -12% | i | 0.5 | -4.2% | 2% | 2.6% | 1% | 1.1 | 0%
CC(=O)N1CCc2cc3nc(C)cc(C)c3cc21 | 4% | 12% | i | 0.5 | -1.7% | 11% | -1.5% | 18% | 1.1 | -19%
O=C(NCc1ccccc1)Nc1cccn(Cc2cccc(F)c2)c1=O | -9% | 10% | i | 0.2 | -3.6% | 5% | 0.0% | 1% | 1 | 0%
C=C(C)c1cccc(C(C)(C)NC(=O)N(C)C2CCN(C)CC2)c1 | -5% | 4% | i | 0.1 | -1.0% | 1% | 1.6% | -1% | 1.1 | 5%
Cc1ccc(/C=N/OC(=O)c2c(C)noc2-c2snnc2C)cc1 | -7% | · | i | 0.4 | · | 0% | · | · | · | -2%
O=C(NCC(c1cccnc1)N1CCOCC1)c1ccc2c(c1)OCO2 (stereo not drawn) | 4% | -6% | i | 0.0 | -2.9% | 8% | -1.4% | -8% | 1 | 6%
Cc1ccccc1Nc1nc(N)nc(CSc2nnc(-c3ccccc3)n2C)n1 | -6% | -21% | i | 1.2 | -3.9% | -2% | -1.3% | -18% | 0.9 | 13%
CNC(=O)COC(=O)c1ccc([N+](=O)[O-])cc1Cl | -6% | 12% | i | 0.7 | -25% | 10% | -3.5% | 15% | 1.1 | 2%
COc1cc(/C=N/NC(=O)c2nc3ccccn3c2C)cc(OC)c1O | 3% | 5% | i | 0.1 | -3.9% | 10% | -1.3% | 12% | 1.1 | 11%
CCOP(=O)(OCC)/C(=N/OC(=O)c1ccc(OC)cc1)C(N)=O | 0% | · | i | 1.1 | · | 0% | · | · | · | 8%
Cc1ccc(C)c(NC(=O)CN(C)C(=O)COc2ncnc3sccc23)c1 | -8% | -3% | i | 1.0 | -6.3% | 3% | -1.6% | 7% | 1 | -17%
COc1ccc2cc(S(=O)(=O)n3cnc(C)c3)ccc2c1 | -2% | -2% | i | 0.2 | -9.1% | 7% | 14% | 2% | 1 | 2%
COC(=O)c1nn(-c2ccccc2)c(Cl)c1/C=N/O | -5% | -5% | i | 0.0 | -2.2% | -2% | 2.4% | 32% | 1.1 | -2%
Cc1ccc(-c2nnc(CCC(=O)NCC3C4CC5CC(C4)CC3C5)o2)s1 (stereo not drawn) | 3% | 6% | i | 0.3 | 0.0% | 2% | 5.6% | 2% | 1 | -2%
CCCc1n(CC(O)COCC2CC=CCC2)c2ccccc2[n+]1C (stereo not drawn) | -2% | · | i | 0.5 | -1.6% | 4% | -1.0% | · | 1.1 | -6%
NNC(=O)c1ccc(COCC(F)(F)F)cc1 | -9% | · | i | 0.9 | · | 4% | · | · | · | 2%
COCCn1c(C)cc(C(=O)COC(=O)CCN2C(=O)c3ccccc3C2=O)c1C | -1% | 10% | i | 0.7 | -7.2% | 2% | i | 9% | 1.1 | 13%
O=C(O)c1ccccc1NS(=O)(=O)c1cccc2cccnc12 | -5% | 6% | i | 1.3 | -4.0% | 3% | -0.5% | 1% | 1.1 | -7%
Nc1c(S(=O)(=O)c2cccc(Cl)c2)c2nc3ccccc3nc2n1/N=C/c1ccc(O)c(O)c1 | 6% | 16% | · | · | -3.3% | -1% | -3.5% | -1% | 1.1 | 0%
Cn1cc(/C=N/n2cnc3scc(-c4ccccc4)c3c2=O)c2ccccc21 | 12% | 18% | ? | · | -0.6% | 9% | 1.9% | 19% | 1.1 | 5%
CC(C)CCNC(=O)CN(Cc1ccco1)C(=O)c1snc(C(N)=O)c1N | -5% | 0% | i | 0.4 | -5.6% | 8% | 1.5% | -5% | 1 | -3%
COc1cccc(NC2CC(=O)N(CCc3ccccc3)C2=O)c1 (stereo not drawn) | -5% | 15% | i | 1.0 | -2.2% | 7% | 4.4% | 12% | 1.1 | -12%
CCOC(=O)C1CCCN(C(=O)CN2CCN(Cc3ccc(Cl)cc3)C2=O)C1 (stereo not drawn) | -5% | 14% | · | · | -4.6% | 7% | 6.1% | 8% | 1.1 | 14%
CN(C)c1ccc(/C=C(\C#N)c2ccccn2)cc1 | -5% | 21% | i | 1.2 | -5.4% | 14% | -9.5% | 31% | 0.9 | 16%
Cc1ccc(S(=O)(=O)Nc2nc(C)cc(NN)n2)cc1 | -7% | · | i | 0.1 | · | 1% | · | · | · | 10%
Cc1nc([N+](=O)[O-])cn1C(C)C | -7% | · | i | 0.7 | · | 2% | · | · | · | 3%
COc1cccc(Nc2nc3ccc(OC)cc3s2)c1 | 3% | 8% | i | 0.2 | -4.2% | 1% | 0.0% | 5% | 1 | 14%

Single values from the list:
CN(C)c1ccc(/C=C(\C#N)c2ccccn2)cc1 | LYP inhibition = -5%
O=C(O)c1ccccc1NS(=O)(=O)c1cccc2cccnc12 | CSM14.1 death rescue = -0.5%
Cc1ccc(S(=O)(=O)Nc2nc(C)cc(NN)n2)cc1 | P. falciparum M1AAP = 1%
CC(C)CCNC(=O)CN(Cc1ccco1)C(=O)c1snc(C(N)=O)c1N | TNAP activation fold = 1

(more compounds)
SMILES | LYP inhibition | PMI inhibitors | Myeloid diff MLP | Myeloid diff MLP GFP+ MAC1+ % | XIAP displacement | P. falciparum M1AAP | CSM14.1 death rescue | human PMI inhibitors | TNAP activation fold | M17LAP inhibition
Cc1ccc2sc(-c3ccc(NC(=O)c4cc(-n5cnnc5)ccc4Cl)cc3)nc2c1 | 0% | 9% | i | 5.9 | -2.1% | -9% | -3.3% | -1% | 1 | -9%
O=C(CSc1nc(-c2ccccc2)cc(C(F)(F)F)n1)NCc1cccs1 | -5% | 19% | i | 0.4 | -7.7% | 4% | -0.8% | 4% | 1.1 | -9%
CCN(CC)C(=O)C(=O)c1cn(CC(=O)NCC2CCCO2)c2ccccc12 (stereo not drawn) | -1% | 13% | i | 0.3 | -7.7% | 2% | -1.7% | 14% | 1 | -6%
O=C(Nc1ccc(NC(=O)c2ccco2)cc1)c1cnccn1 | -4% | -5% | i | 0.6 | -3.4% | -1% | 0.7% | -2% | 1.1 | 8%
O=C(CSCc1ccccn1)Nc1ccccc1 | -3% | 7% | i | 0.6 | -1.9% | 2% | · | 12% | 1.1 | 18%
O=C(C1Cc2ccccc2CN1S(=O)(=O)c1ccc(F)cc1)N1CCOCC1 (stereo not drawn) | -11% | -5% | i | 7.1 | -3.8% | 2% | -2.7% | -6% | 1 | 3%
Cc1[nH]c(=O)[nH]c(=O)c1/C=N/NC(=O)[C@@H](NC(=O)OC(C)(C)C)C(C)C | -6% | 12% | i | 1.6 | -5.7% | -11% | 1.0% | 5% | 1.4 | -2%
O=c1oc(Nc2ccccc2F)nc2ccccc12 | -2% | 9% | i | 1.3 | -22% | 4% | -0.4% | 13% | 1 | 4%
CC(=O)c1ccc(OCCCC(=O)N2CCN(S(=O)(=O)c3cccs3)CC2)cc1 | -5% | 11% | i | 0.6 | -6.8% | -1% | 0.2% | 10% | 1.2 | -9%
CCOC(=O)c1cc2cc([N+](=O)[O-])cc(OC)c2oc1=O | 3% | 6% | i | 0.4 | 3.3% | 3% | 0.0% | -4% | 0.8 | -1%
COc1cc(C(=O)NCc2ccc(C)cc2)ccc1OCc1c(C)noc1C | -5% | -5% | i | 0.3 | -15% | 4% | -0.7% | -4% | 1.4 | 0%
CC(C)OC(=O)CSc1nnc(CNc2nc(-c3ccccc3)cs2)n1C | -9% | -4% | i | 0.8 | 4.8% | 0% | -0.4% | 0% | 1.1 | 5%

Arranged by number of heavy atoms (highest first): some entries from above.
SMILES | LYP inhibition | PMI inhibitors | Myeloid diff MLP | Myeloid diff MLP GFP+ MAC1+ % | XIAP displacement | P. falciparum M1AAP | CSM14.1 death rescue | human PMI inhibitors | TNAP activation fold | M17LAP inhibition
Cn1cc(/C=N/n2cnc3scc(-c4ccccc4)c3c2=O)c2ccccc21 | 12% | 18% | ? | · | -0.6% | 9% | 1.9% | 19% | 1.1 | 5%
CC(C)OC(=O)CSc1nnc(CNc2nc(-c3ccccc3)cs2)n1C | -9% | -4% | i | 0.8 | 4.8% | 0% | -0.4% | 0% | 1.1 | 5%
CC1CCc2c(nc3ncnn3c2Nc2ccc(OC(F)(F)F)cc2)C1 (stereo not drawn) | -2% | -8% | i | 1.5 | -4.3% | 0% | 1.0% | -9% | 1.1 | 16%
Cc1ccc(S(=O)(=O)Nc2nc(C)cc(NN)n2)cc1 | -7% | · | i | 0.1 | · | 1% | · | · | · | 10%
